Screening data (PubChem BioAssay)
AmpC no deterg: qHTS Inhibitors of AmpC Beta-Lactamase (assay without detergent). P00811. AmpC nitrocefin hydrolysis, absorbance 480 nm, 0.0001% Triton. Potency, µM (highest dose often 57.1 µM), for inactives: top-dose activity change, negative = inhibition, actives largely listed as inhibitors. 330,000 tested, 0.52% active. AID 485341, 2010;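 note: potency is the fitted concentration of half-maximal effect; plate controls were no compound for no effect and no enzyme for full effect; nearly all actives have a fitted effect of over 20% in size; some results filed as inactive show a strong effect at the top dose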
Target sequence (P00811 whole entry, looked up): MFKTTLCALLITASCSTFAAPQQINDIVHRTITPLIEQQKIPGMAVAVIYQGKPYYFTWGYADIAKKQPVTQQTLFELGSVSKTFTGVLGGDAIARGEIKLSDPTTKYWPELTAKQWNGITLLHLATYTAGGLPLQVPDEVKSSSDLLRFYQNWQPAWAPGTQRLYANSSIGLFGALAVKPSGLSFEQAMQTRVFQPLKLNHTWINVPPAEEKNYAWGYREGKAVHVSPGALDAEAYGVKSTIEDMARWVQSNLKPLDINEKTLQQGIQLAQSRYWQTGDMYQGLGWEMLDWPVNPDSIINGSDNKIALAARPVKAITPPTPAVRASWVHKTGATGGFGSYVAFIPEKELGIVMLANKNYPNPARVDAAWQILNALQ
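20 mM phosphate pH 7.0 + 0.01% (detergent screen) or 0.0001% Triton X-100; 5.3 nM AmpC reagent; cpd preinc 15 min RT; nitrocefin (800 uM stock) to start; A480 q20 s × 4 min; Activity was normalised to no-enzyme and no-compound control wells.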
AMA1 RON2 block: qHTS for Inhibitors of AMA1-RON; Towards Development of Antimalarial Drug Lead: Primary Screen; AlphaScreen AMA1-biotinylated RON2 peptide binding; Potency, µM (doses to about 58.2 µM), for the others: at the highest dose activity change, negative = inhibition, usual class: inhibitors; 360,000 tested, 0.2% active; AID 720542, 2013;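 note: potency is the fitted concentration of half-maximal effect; 0% = vehicle wells and -100% = peptide control; nearly all actives have a fitted effect of over 45% in size; some results filed as inactive show a strong effect at the top dose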
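AMA1 (3D7) with his tag at 25 nM final met compounds first, then biotinylated RON2 peptide at 25 nM; detection used donor plus acceptor beads, 10 µg/mL apiece, read by AlphaScreen after 30 min at room temperature.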
Giardia FBPA inh: qHTS Assay for Inhibitors of Fructose-1,6-bisphosphate Aldolase from Giardia Lamblia | A8B2U2 | purified Giardia FBPA | Potency, µM (doses to about 59.6 µM), inactives show at the highest dose activity, negative = inhibition, hits mostly inhibitors | 290,000 tested, 0.71% active; note: potency is the fitted concentration of half-maximal effect; nearly all actives have a fitted effect of over 55% in size
Target sequence (A8B2U2 whole entry, looked up): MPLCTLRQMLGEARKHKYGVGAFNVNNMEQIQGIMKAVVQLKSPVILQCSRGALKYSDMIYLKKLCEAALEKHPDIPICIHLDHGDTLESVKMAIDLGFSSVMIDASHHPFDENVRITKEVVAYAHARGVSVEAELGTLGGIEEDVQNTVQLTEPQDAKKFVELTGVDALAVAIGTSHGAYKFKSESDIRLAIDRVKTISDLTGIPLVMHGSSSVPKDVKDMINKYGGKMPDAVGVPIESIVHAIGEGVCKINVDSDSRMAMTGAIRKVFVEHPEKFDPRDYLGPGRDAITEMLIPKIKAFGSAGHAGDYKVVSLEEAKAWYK
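Giardia FBPA (40 nM reagent) was preincubated 10 min at RT with compound (up to 57.5 uM final), then substrate plus GAPDH/TPI/NAD/arsenate coupling system with diaphorase/resazurin was added; resorufin fluorescence (525/598 nm) was read after 20 min.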
Sm TGR inh: qHTS Assay for the Inhibitors of Schistosoma Mansoni Peroxiredoxins. purified TGR, DTNB reduction, TNB absorbance 405 nm. 360,000 tested, 3% active. Potency, µM (series often up to 114 µM), for the others: top-dose activity change, negative = inhibition, hits mostly inhibitors; note: potency is the fitted concentration of half-maximal effect; nearly all actives have a fitted effect of over 60% in size
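Kinetic colorimetric format: TGR-catalysed, NADPH-driven DTNB reduction monitored via TNB absorbance. Enzyme dispensed at 20 nM; compound exposure 15 min at room temperature before reaction start.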
HCMV inh: qHTS Assay for inhibitors of the human cytomegalovirus (HCMV); HFF cells, HCMV-luciferase reporter, 72 h; hits give low values; activity change, negative = inhibition, % at 57.5 µM; 410,000 tested, 4.5% active; in the data active = activity change below about -60%; inconclusive = no clear call, values can overlap the other calls; inactive = above about -39%
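Human foreskin fibroblasts infected with luciferase-reporter HCMV at MOI 1 PFU/cell, compounds at two doses. Luciferase measured 72 h post infection; normalized to buffer-only basal and Salinomycin (10uM) controls.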
AmpC detergent: qHTS Inhibitors of AmpC Beta-Lactamase (assay with detergent) | AID 485294, 2010 | P00811 | Potency, µM (series often up to 114 µM), for the others: top-dose activity change, negative = inhibition, usual class: inhibitors | 370,000 tested, 0.041% active | AmpC hydrolysis of nitrocefin, absorbance 480 nm, 0.01% Triton;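 note: potency is the fitted concentration of half-maximal effect; 0% = no-compound wells and -100% = no-enzyme wells; nearly all actives have a fitted effect of over 25% in size; some results filed as inactive show a strong effect at the top dose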
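20 mM phosphate pH 7.0 + 0.01% (detergent screen) or 0.0001% Triton X-100; 5.3 nM AmpC reagent; cpd preinc 15 min RT; nitrocefin (800 uM stock) to start; A480 q20 s × 4 min; Activity was normalised to no-enzyme and no-compound control wells.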
The depositor's hits bear a star; ? = inconclusive; / = no result given; [ ] = dose if it differs, or a comment. Unless noted, calls come from the whole dose curve; as a rule, active = well fitted curve in the direction sought with a large enough effect; inconclusive = small, poorly fitted or top-dose-only effect, or another doubt; inactive = no such curve, though single readings can be large; an effect the other way counts as inactive or inconclusive. Unless noted, % is set by controls: 0 for no effect and ±100 for the full control effect.

Sequence of screens – AmpC no deterg | AMA1 RON2 block | Giardia FBPA inh | Sm TGR inh | HCMV inh | AmpC detergent
COc1ccccc1C(=O)C1CCCN(C(=O)c2ccccn2)C1 (stereo unspecified)
 : -8% | 0% | -2% | 7% | 12 | 6%
Cc1nc(C(C)N(C)Cc2c(C(=O)N3CCCCC3)nc3c(C)cccn23)c(C)s1 (stereo unspecified)
 : 34% | 15% | 2% | 4% | 73 | 5%
C[N+]1(CC(O)c2ccccc2)CCCCCC1 (stereo unspecified)
 : -25% | -4% | 1% | 10% | -10 | -2%
O=C(Nc1cccc(Cl)c1)Nc1ccc2c(c1)C(=O)OC2
 : -15% | -13% | 8% | -4% | ? | -6%
Nc1nccc(/C=C/c2c(F)cccc2Cl)n1
 : -21% | 17% | -2% | / | -68* | 2%
COc1cc(NC(=O)CN2CC(c3ccccc3)CC2=O)cc(OC)c1 (stereo unspecified)
 : 0% | 0% | -3% | 6% | 0 | 3%
CC(C)OCCCNC(=O)Cn1ncc2c(=O)oc3ccccc3c21
 : -2% | 0% | 10% | 4% | 16 | -2%
Cn1c(SCC(=O)NC2CC2)nnc1-c1cccs1
 : 92%[activator] | -10% | / | 0% | 16 | -8%
C=CCN1C(=O)/C(=C2/Sc3ccc(OC)cc3N2C)SC1=Nc1ccccc1
 : -18% | -2% | 2% | 11% | -6 | 7%
CCn1c(=O)cc(SCC(=O)N2CCN(Cc3ccc4c(c3)OCO4)CC2)c2ccccc21
 : 163%[activator] | ? | 4% | -28% | 99 | 4%
CCN1CCN(Cc2ccc(NC(=O)CC3Oc4ccc(C)cc4NC3=O)cc2)CC1 (stereo unspecified)
 : -11% | 2% | 3% | -13% | -21 | -13%
O=C1[C@@H]2CSC(c3ccc(C(F)(F)F)cc3)N2C(=O)N1c1ccccc1 (stereo partly specified)
 : / | / | / | -7% | -6 | -7%
CCOC(=O)c1ccc(NC(=O)CC2SC3=NCCN3C2=O)cc1 (stereo unspecified)
 : -13% | 18% | 0% | 15% | 19 | -1%
CCC(=O)OCCNc1cc(SCCC(=O)OC)c2nonc2c1[N+](=O)[O-]
 : -4% | 2% | ? | 6.3µM* | 13 | -8%
O=C(O)c1cc(/C=C/C(=O)c2cc(F)ccc2O)c2c(c1)COCO2
 : -12% | -11% | 0% | 28µM* | 0 | -10%
O=C(CNC(=O)c1ccc(Br)o1)NCCc1ccc(F)cc1
 : -8% | -7% | 4% | 3% | ? | -3%
CCCc1nn2c(=O)cc(COC(=O)c3ccccc3NC(=O)COc3ccccc3F)nc2s1
 : / | / | / | -3% | 25 | -11%
CCN(CC)c1cc(C)c2cc(NC(=O)/C=C/c3ccc(C)cc3)ccc2n1
 : / | / | / | -2% | -11 | -6%
CCOC(=O)c1c(C)[nH]c(C)c1S(=O)(=O)N1CCOCC1
 : -6% | 0% | -1% | -2% | ? | 0%
CCOc1cc(C(=S)N2CCOCC2)ccc1OC(=O)c1ccccc1
 : 45% | -28% | 2% | 65%[activator] | 0 | 2%

The list goes on:
Sequence of screens – AmpC no deterg | AMA1 RON2 block | Giardia FBPA inh | Sm TGR inh | HCMV inh | AmpC detergent
Cc1nnc(N/N=C/c2ccc(-c3ccccc3F)o2)n1N
 : -22% | 99%[activator] | 16µM* | -16% | -9 | 1%
O=c1c2cc3c(cc2n(Cc2ccc(F)cc2)c(=O)n1Cc1nc(-c2ccccc2)no1)OCO3
 : / | / | / | -2% | 6 | 1%
COc1ccc(OC)c(NC(=O)CCn2c(=S)[nH]c3ccccc3c2=O)c1
 : -24% | 29% | / | 6% | ? | 0%
COc1ccc(N(C(=O)c2snc(C(N)=O)c2N)C(C(=O)NC2CCCC2)c2cc(OC)ccc2OC)c(OC)c1 (stereo unspecified)
 : 52% | 12% | 8% | -2% | -35 | 6%
O=C(NC(=S)NCc1cccnc1)c1ccc([N+](=O)[O-])cc1
 : -27% | 0% | -25% | -15% | 12 | -9%
CCc1ccc(NC(=O)Nc2cnccn2)cc1
 : -18% | -7% | 8% | 1% | 27 | 4%
COc1ccc(C)cc1NC(=O)CN1CCN(c2ccc(F)cc2)CC1
 : 106%[activator] | -9% | 1% | 28% | -4 | -2%
CCN(CC)CCCn1c(C)cc2c(c1=O)C(c1cccc(Cl)c1)C(C#N)=C(N)O2 (stereo unspecified)
 : -12% | 7% | -1% | 6% | 18 | -6%
Cc1ccc(NC(=O)CN2C(=O)CN=C(c3ccccc3)c3cc(Cl)ccc32)cc1
 : 13% | -5% | -3% | 0% | 21 | 1%
CC(=O)N1CCN(C(=S)Nc2ccc(Oc3ccccc3)cc2)CC1
 : 21% | 11% | 0% | -20% | -26 | -4%
COc1cccc(NC(=O)C2C3C=CC4(O3)C2C(=O)N(CCCN2CCCC(C)C2)C4C(=O)NC2CCCCC2C)c1 (stereo unspecified)
 : 3% | 2% | -12% | -23% | 11 | -9%
COc1cc(/C=C/C(=O)OCC(=O)Nc2cc(S(=O)(=O)N(C)C)ccc2Cl)ccc1O
 : -25% | -5% | -12% | -32% | -23 | -8%
O=C(c1ccc2c(c1)N(Cc1cccc(Cl)c1)C(=O)c1ccccc1S2(=O)=O)N1CCCCC1
 : / | / | / | 6% | -73* | -1%
COc1ccc(NC(=S)NC23CN4CN(CN(C4)C2)C3)c(OC)c1
 : -9% | 27% | -16% | 3% | -22 | 1%
O=C(c1ccco1)N1CCN(c2ncnc3c2cnn3-c2ccccc2)CC1
 : 19% | -9% | 0% | 62%[activator] | 16 | -11%
COCCCN(C(=O)c1cc(-c2ccco2)nc2ccccc12)c1c(N)n(Cc2ccccc2)c(=O)[nH]c1=O
 : 45% | ? | / | 16µM* | -21 | -17%
